RECQ1 inh = qHTS Assay for Inhibitors of RecQ-Like Dna Helicase 1 (RECQ1); ATP-dependent DNA helicase Q1 (Homo sapiens), P46063; 240,000 compounds, 0.54% hits; RECQ1 DNA unwinding, red fluorescence kinetic read; Potency, µM (series often up to 57.3 µM), for inactives: top-dose activity, negative = inhibition, hits mostly inhibitors; AID 2549, 2010;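 further: plate controls were vehicle for no effect and no enzyme for full effect; nearly all actives have a fitted effect of over 30% in size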
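RECQ1T1 50 nM; forked duplex (20 bp + 30-nt ss tails) 200 nM, ATP 2 mM final; pH 8.0, 2 mM MgCl2, 2.5 ug/ml poly(dI-dC); 15 min compound preincubation; discontinuous kinetic read over 2 h at RT.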
Tau fluor counter = Counterscreen qHTS for Inhibitors of Tau Fibril Formation, Fluorescence Polarization. tau K18 P301L Alexa594 fluorescence, heparin fibrillization. Potency, µM (titrated, usually from 57.7 µM), inactives show top-dose activity change, negative = decrease. 280,000 compounds, 0.93% hits. AID 1463, 2008; further: on the % scale 0 is the no-effect control and ±100 the full control effect; nearly all actives have a fitted effect of over 55% in size
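Human K18 P301L tau (15 uM unlabeled plus 0.24 uM Alexa 594-labeled, final) in 100 mM sodium acetate pH 7 was mixed with compound and 20 uM heparin and incubated 6 hr at 37 C.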
Tau fibril ThT = qHTS for Inhibitors of Tau Fibril Formation, Thioflavin T Binding | 270,000 compounds, 2.1% hits | recombinant tau K18 P301L (four-repeat tau fragment), heparin-induced fibrillization, ThT fluorescence | Potency, µM (doses to about 57.4 µM), without a hit: top-dose activity, negative = inhibition, actives largely listed as inhibitors | Microtubule-associated protein tau (Homo sapiens), P10636; further: on the % scale 0 is the no-effect control and ±100 the full control effect; nearly all actives have a fitted effect of over 55% in size
Target sequence (P10636 561-689 P618L limits assumed): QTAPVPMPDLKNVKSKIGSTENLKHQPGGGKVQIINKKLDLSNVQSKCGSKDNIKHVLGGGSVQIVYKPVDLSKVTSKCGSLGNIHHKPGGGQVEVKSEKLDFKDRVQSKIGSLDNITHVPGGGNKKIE
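Recombinant human tau K18 fragment […] carrying P301L, 15 uM unlabeled plus 0.24 uM Alexa 594-labeled, was fibrillized with 20 uM heparin in 100 mM sodium acetate pH 7 for 6 hr at 37 C; 30 uM ThT fluorescence read after 1 hr.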
Tau FP inhib = qHTS for Inhibitors of Tau Fibril Formation, Fluorescence Polarization | Microtubule-associated protein tau (Homo sapiens), P10636 | K18 P301L tau heparin fibrillization, Alexa594 FP, 6 h | Potency, µM (highest dose often 57.7 µM), without a hit: at the highest dose activity, negative = inhibition, usual class: inhibitors | 280,000 compounds, 0.39% hits; further: on the % scale 0 is the no-effect control and ±100 the full control effect; nearly all actives have a fitted effect of over 55% in size
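K18 P301L tau (15 uM unlabeled/0.24 uM Alexa 594-labeled, final) + compound + heparin 20 uM final; 100 mM NaOAc pH 7; 6 hr 37 C; ThT 30 uM final added, 1 hr RT; FP ex 555/em 632 nm.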
TR SRC2 fluor cs = Total Fluorescence Counterscreen for Inhibitors of the Interaction of Thyroid Hormone Receptor and Steroid Receptor Coregulator 2; TRb/SRC2 Texas Red total fluorescence interference; Potency, µM (titrated, usually from 106 µM), for the others: at the top dose fluorescence change, negative = quenching; 280,000 compounds, 0.29% hits; AID 1479, 2009; active means well fitted curve in either direction with a large enough effect; inconclusive means small, poorly fitted or top-dose-only effect; further: on the % scale 0 is the no-effect control and ±100 the full control effect
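Human TRβ ligand-binding domain (0.6 uM) and Texas Red SRC2 peptide (20 nM) in Tris buffer with 1 uM T3 and 5% DMSO were incubated with pinned compound for 5 hr at ambient temperature. Total fluorescence was computed as S + 2P (555/632 nm).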
L3MBTL1 block = qHTS Assay for the Inhibitors of L3MBTL1 | AlphaScreen L3MBTL1–H3K9me1 peptide binding | Potency, µM (doses to about 57.1 µM), without a hit: at the highest dose activity, negative = inhibition, most hits filed as inhibitors | 230,000 compounds, 0.66% hits; further: on the % scale 0 is the no-effect control and ±100 the full control effect; nearly all actives have a fitted effect of over 60% in size
Target sequence (Q9Y468 whole entry, looked up): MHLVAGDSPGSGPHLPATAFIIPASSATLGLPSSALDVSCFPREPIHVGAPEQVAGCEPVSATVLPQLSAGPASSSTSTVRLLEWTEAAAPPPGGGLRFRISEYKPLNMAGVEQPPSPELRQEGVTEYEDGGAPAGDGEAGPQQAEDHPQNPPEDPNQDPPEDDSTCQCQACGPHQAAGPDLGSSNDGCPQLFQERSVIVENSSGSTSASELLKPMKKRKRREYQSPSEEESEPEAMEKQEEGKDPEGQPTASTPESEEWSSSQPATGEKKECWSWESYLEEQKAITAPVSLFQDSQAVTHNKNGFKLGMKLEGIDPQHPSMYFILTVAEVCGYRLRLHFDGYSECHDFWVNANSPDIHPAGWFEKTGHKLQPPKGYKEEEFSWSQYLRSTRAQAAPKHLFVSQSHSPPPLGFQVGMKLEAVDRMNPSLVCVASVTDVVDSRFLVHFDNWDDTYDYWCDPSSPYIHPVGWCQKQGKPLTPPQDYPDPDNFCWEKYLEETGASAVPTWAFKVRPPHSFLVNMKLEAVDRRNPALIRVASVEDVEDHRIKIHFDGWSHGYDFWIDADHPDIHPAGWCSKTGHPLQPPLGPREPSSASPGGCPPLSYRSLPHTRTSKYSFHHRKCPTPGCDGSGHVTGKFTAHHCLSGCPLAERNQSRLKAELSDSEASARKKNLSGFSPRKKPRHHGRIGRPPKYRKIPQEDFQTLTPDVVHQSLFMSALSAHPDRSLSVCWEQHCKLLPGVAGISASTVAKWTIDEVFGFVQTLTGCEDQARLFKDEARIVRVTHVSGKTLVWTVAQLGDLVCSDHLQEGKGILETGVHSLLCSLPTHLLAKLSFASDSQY
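L3MBTL1 (50 nM) pre-complexed 30 min with biotinylated H3(1-15)K9me1 peptide (75 nM), then compounds added for 30 min at room temperature; AlphaScreen streptavidin donor/nickel chelate acceptor beads (10 ug/mL final) read after 30 min dark incubation.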
HTT cytoprotect = qHTS Multiplex Assay to Identify Dual Action Probes in a Cell Model of Huntington: Cytoprotection (ATP) | PC12 HTT-Q103 induced, cytoprotection, ATP luminescence, 40 h | Potency, µM (titrated, usually from 56.4 µM), for inactives: cytoprotection (ATP increase), most hits filed as activators | 230,000 compounds, 0.14% hits | AID 1471, 2008;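 further: % of control where 0% means no effect; nearly all actives have a fitted effect of over 45% in size; toxic huntingtin expression switched on by the ecdysone agonist tebufenozide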
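PC12 cells stably carrying ecdysone-inducible Htt exon 1 (Q103)–GFP were induced with 100 nM tebufenozide (final) alongside library compounds in a dose series. Cytoprotection was scored as retained ATP by ATPlite luminescence.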
TRb-SRC2 inh = qHTS for Inhibitors of the Interaction of Thyroid Hormone Receptor and Steroid Receptor Coregulator 2 | Thyroid hormone receptor beta (Homo sapiens), P10828 | TRbeta-SRC2 peptide binding, fluorescence polarization; receptor liganded with 1 µM T3 | Potency, µM (doses to about 106 µM), without a hit: at the top dose activity change, negative = inhibition, hits mostly inhibitors | 280,000 compounds, 0.065% hits | AID 1469, 2008;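 further: plate controls were bound peptide for no effect and peptide without receptor for full effect; nearly all actives have a fitted effect of over 50% in size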
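Quantitative HTS by FP: 0.6 uM TRb LBD, 20 nM labeled SRC2 20-mer, 1 uM T3, 5% DMSO; 5 hr ambient incubation; % activity per concentration and potencies from concentration series.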
* = called active by the depositor; i = inactive; ? = inconclusive; . = no result given; [ ] = another dose, or the depositor's remark. Unless noted, the call rests on the fitted dose curve; in most records, active means well fitted curve in the direction sought with a large enough effect; inconclusive means small, poorly fitted or top-dose-only effect, or another doubt; inactive means no such curve, though single readings can be large; an effect the other way counts as inactive or inconclusive. Potency means the concentration at half of the fitted maximal effect. This is a subset. The share of hits here may be higher or lower than overall.

Molecule,RECQ1 inh,Tau fluor counter,Tau fibril ThT,Tau FP inhib,TR SRC2 fluor cs,L3MBTL1 block,HTT cytoprotect,TRb-SRC2 inh
Cc1ccc(-n2c(O)c(C=NC3CCS(=O)(=O)C3)c3ccccc3c2=O)cc1 (stereo unspecified),-10.3%,-4.0%,-2.9%,-9.9%,0.7%,-4.1%,-24.6%,-5.4%
O=C(c1cnn2c(C(F)(F)F)cc(-c3ccccc3)nc12)N1CCOCC1,5.3%,-8.7%,-4.1%,0.3%,-3.9%,6.5%,-3.9%,-0.3%
Cc1cc(NC(=O)CSc2nnc(Cc3ccccc3)n2C)no1,-0.2%,-5.2%,-8.1%,4.9%,-4.8%,-1.7%,-10.5%[10 µM],-3.8%
CCCC(=O)Nc1ccccc1Sc1ncnc2scc(-c3ccccc3)c12,-0.9%,-5.9%,-13.7%,-9.5%,0.6%,2.2%,35.9%[10 µM],-6.6%
COC(=O)CN1C(=O)C(C)(C)c2cc(S(=O)(=O)Nc3ccc(Br)cc3F)ccc21,.,-13.0%,3.3%,-7.2%,-1.3%,.,.,0.2%
CC1=CC=CN2C1=NC(=O)CC2(C)C(=O)N(CC(=O)NC1CCCC1)c1cc(C)cc(C)c1 (stereo unspecified),i,-3.8%,-4.9%,4.4%,0.3%,.,-6.2%,7.8%
Cc1ccc2c(c1)c1ccc3c(c1n2C)C(=O)C=CC3=O,22.7%,0.891µM*[quencher],.,?,-2.2%,.,-11.0%[10 µM],4.9%
COc1cc2c(cc1OC)C1(CCCC1)CNC2c1ccc([N+](=O)[O-])cc1 (stereo unspecified),i,-17.9%,-12.0%,9.3%,-5.6%,-27.0%,-11.5%[10 µM],-10.0%
COc1cccc(C2CC(c3c(F)cccc3Cl)n3nc(N)nc3N2)c1 (stereo unspecified),-4.5%,-0.5%,-4.7%,12.3%,1.1%,2.4%,15.8%[1.9 µM],8.5%
Cc1ccc(S(=O)(=O)Cn2nnnc2C(C(C)C)N2CCN(c3nc4ccccc4s3)CC2)cc1 (stereo unspecified),-7.3%,-19.3%,-7.8%,-17.6%,1.0%,-0.3%,9.9%[1.9 µM],-3.3%
COc1ccccc1NS(=O)(=O)c1ccc(NN=C2CCCCC2)c([N+](=O)[O-])c1,-11.7%,?,?,?,-1.4%,?,13.2%[10 µM],-26.4%
O=C(Nc1ccon1)c1ccc(Cl)s1,-6.1%,-12.7%,-3.1%,-9.7%,-3.4%,1.8%,-10.7%[10 µM],-15.6%
COC(=O)c1ccc(C(=O)OC)c(NC(=O)CSCC(=O)O)c1,i,-0.5%,3.3%,-3.3%,-5.7%,4.9%,0.5%[10 µM],2.3%
CC1CCN(C(=O)CSc2nc3c(cnn3-c3ccccc3)c(=O)[nH]2)CC1,-7.7%,-3.2%,-3.2%,-1.2%,-1.0%,-1.6%,-36.6%,3.2%
COc1cc(C(=O)NCCN2CCCC2)cc(OC)c1OC,i,5.4%,0.0%,1.1%,0.5%,9.4%,-1.9%[10 µM],-3.4%
O=c1cc(CCl)nc2scc(-c3ccccc3)n12,-7.9%,-0.3%,0.7%,4.6%,-3.8%,?,-2.1%[10 µM],-4.4%
O=C(Nc1ccc(N2CCCCC2)cc1)c1ccc(F)cc1F,-6.6%,-23.7%,?,5.1%,-7.7%,-8.4%,-21.9%[10 µM],-0.8%
O=C1C(=O)N(O)C2CCCCC2N1O (stereo unspecified),-5.4%,-3.0%,0.3%,-3.7%,-0.5%,5.5%,20.3%[10 µM],6.9%
O=C(Nc1nc2cc3c(cc2s1)OCO3)c1ccco1,16.7%,-25.0%,.,-8.2%,-1.8%,.,-81.7%[inhibitor][10 µM],-6.8%
O=C(O)c1cc(Cl)c(Cl)cc1C(=O)Nc1cccc2cccnc12,6.2%,-6.1%,-12.2%,?,6.6%,3.1%,3.5%[10 µM],3.2%
Nc1c(C(=O)Nc2ccccc2)sc2nc3c(c(-c4ccco4)c12)CCC3,13.5%,-27.9%,-17.0%,-0.1%,-2.6%,0.9%,.,-22.5%
COc1ccc2c(CNCCc3ccccc3)c(C(=O)O)n(Cc3cccc(F)c3)c2c1,.,-13.1%,-11.3%,-3.2%,-2.6%,.,.,-3.6%
COc1ccc(CNC(=O)Cn2c(=O)nc(-c3ccccc3)c3cc(Cl)ccc32)cc1OC,.,-3.2%,-12.8%,2.7%,-0.6%,.,.,-3.1%
CC(C)Cn1c(N)c(C(=O)COC(=O)c2cccc(Cl)c2)c(=O)n(C)c1=O,i,-27.4%,-5.0%,-2.3%,-1.2%,-0.2%,-2.1%[10 µM],1.0%
CCCc1ccc(-c2ccc(C(=O)O)cc2)nc1,i,-5.4%,-4.8%,-4.2%,1.2%,-0.4%,-25.9%,-4.4%
CCn1c(SCC(=O)Nc2ccc(Cl)cc2)nnc1C1CC1,2.9%,-2.3%,0.1%,-3.2%,0.1%,6.3%,-8.7%,3.9%
CCN(CC)S(=O)(=O)c1ccc2c(c1)nc(CCC(=O)OCC(=O)Nc1cc(OC)cc(OC)c1)n2C,-3.3%,-12.6%,-1.6%,-8.5%,-0.7%,-6.7%,35.1%[10 µM],2.4%
O=C1C2ON(c3ccccc3)C(c3ccncc3)C2C(=O)N1c1ccccc1 (stereo unspecified),i,-8.8%,-13.3%,0.2%,2.0%,-4.9%,-2.2%,4.5%
O=c1c(-c2ccc(Cl)cc2)[n+]([O-])c2ccccc2n1O,-7.4%,1.6%,-2.2%,2.1%,-3.0%,-4.4%,15.5%[1.9 µM],2.6%
CCCn1c(NCc2ccc(N(C)C)cc2)nc2ccccc21,-3.1%,-13.3%,-13.1%,10.6%,-0.2%,.,-18.3%,-4.9%
C=CCN1C2CCCC1CC(NC(=O)Nc1cc(C)cc(C)c1)C2 (stereo unspecified),i,-5.9%,-3.4%,1.2%,-0.5%,4.7%,0.0%[10 µM],-0.8%
O=C(CCC(=O)N1CCN(S(=O)(=O)c2ccc(Cl)cc2)CC1)NC1CCCc2ccccc21 (stereo unspecified),i,-9.3%,-10.5%,-7.0%,3.4%,-3.1%,-12.1%,2.3%
CCOC(=O)c1c(C)n(C)c2ccc(OC)c(NS(=O)(=O)c3ccc(Cl)s3)c12,1.5%,?,-23.5%,-8.7%,-0.1%,-6.9%,2.9%,-3.0%
Oc1ccccc1-c1cc(-c2ccc3c(c2)OCCO3)n[nH]1,-3.7%,?,?,?,-6.6%,-6.8%,-94.1%[inhibitor],1.5%
Cc1ccc(S(=O)(=O)Oc2ccccc2/C=N/NC(=O)c2c(Cl)cnn2C)cc1,i,-20.1%,-11.1%,-3.6%,3.2%,1.5%,25.7%[10 µM],1.4%
O=C(COc1ccccc1Cl)OCC(=O)N1CCN(S(=O)(=O)c2ccccc2)CC1,2.9%,-7.6%,-4.8%,-1.2%,-1.0%,-1.8%,2.0%[10 µM],-16.6%
Cc1[nH]c2ccccc2c1C(O)CN1CCN(c2cccc(C(F)(F)F)c2)CC1 (stereo unspecified),-10.3%,-15.8%,?,-8.5%,-6.2%,-6.2%,14.9%,6.1%
CCn1cc(C(=O)N2CCN(c3ccc(OC)cc3)CC2)c(=O)c2cc(S(=O)(=O)N3CCCCC3)ccc21,-4.8%,-12.9%,-8.3%,-5.4%,-0.3%,?,-75.9%[inhibitor],2.2%
NC(=O)COC(=O)c1cccc(S(=O)(=O)N2CCCc3ccccc32)c1,-7.2%,-5.2%,6.8%,-4.3%,-0.5%,-10.1%,17.8%[10 µM],-4.8%
Cc1cc(OCC(=O)NC2CCN(C)CC2)ccc1[N+](=O)[O-],-15.1%,1.6%,-4.7%,8.5%,-1.2%,-9.0%,-36.8%[inhibitor],-5.1%
O=c1nc2ccccc2c2n1CC(CN1CCN(Cc3ccccc3)CC1)N2 (stereo unspecified),i,-4.4%,-11.2%,-3.7%,2.3%,-1.5%,-15.2%,-4.8%
O=C(Nc1ccc(N2CCCC2)c(Cl)c1)c1cccc(-c2cc3ccccc3oc2=O)c1,-5.8%,?,-15.6%,?,-0.9%,28.2µM*,-17.6%[10 µM],-5.1%
CC(=O)c1cc2c(cc1NC(=O)CN1CCOCC1)OCO2,-6.3%,-1.1%,0.5%,-3.8%,5.1%,3.6%,3.9%,5.2%

Looked up above:
Under Tau fluor counter, `COc1ccc(CNC(=O)Cn2c(=O)nc(-c3ccccc3)c3cc(Cl)ccc32)cc1OC` reads -3.2%
Under L3MBTL1 block, `Cc1ccc(-n2c(O)c(C=NC3CCS(=O)(=O)C3)c3ccccc3c2=O)cc1` (stereo unspecified) reads -4.1%

From PubChem
